Screens from PubChem.
GAA inh = blocks human lysosomal alpha-glucosidase. P10253. purified human GAA, 4-MU-alpha-glucoside fluorescence. Potency, µM (top dose mostly 76.9 µM), without a hit: top-dose activity change, negative = inhibition, usual class: inhibitors. 0.005% of 200,000 active. AID 1466;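 note: potency is the fitted concentration of half-maximal effect; plate controls were uninhibited enzyme wells for no effect and no-enzyme background for full effect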
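Enzyme (4 nM final) mixed with compound (up to 77 uM), then 4-MU-alpha-D-pyranoside (400 uM final) added; 20 min at room temperature, pH 5.0. Reaction stopped at pH 10, fluorescence read, AC50 derived by Hill fit.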
Lamin A splicing = modulators of lamin A splicing | Potency, µM (series often up to 46.1 µM), inactives show top-dose ratio change, negative = inhibition, most hits filed as inhibitors | AID 1487 | 0.01% of 200,000 active | HeLa LMNA splicing GFP/RFP minigene ratio, 48 h; active = well fitted inhibition curve with a large enough effect in the signal ratio, with a control signal flat, not every such curve was filed as active; inconclusive = small, poorly fitted or top-dose-only effect, or effect the other way, or a change in a side signal; the % refers to the signal ratio; note: potency is the fitted concentration of half-maximal effect; % is set by controls: 0 for no effect and ±100 for the full control effect
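S3 HeLa stable clones carrying a lamin A-EGFP splicing minigene plus DsRed2 were seeded at 600 cells/well in Opti-MEM with 2% FBS, pin-dosed and incubated 48 h at 37°C. Acumen cytometry (488 nm) gave the GFP/RFP total-intensity ratio.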
CBFb RUNX1 block = inhibitors of human CBF-beta and RUNX1 interaction | Q01196+Q13951 | 230,000 tested, under 10 active | AlphaScreen CBFb-His/RUNX1-biotin binding, biochemical | Potency, µM (titrated, usually from 59.8 µM), for inactives: at the highest dose activity, negative = inhibition, hits mostly inhibitors; note: % of control where 0% means no effect
Target sequence (Q01196 whole entry, looked up): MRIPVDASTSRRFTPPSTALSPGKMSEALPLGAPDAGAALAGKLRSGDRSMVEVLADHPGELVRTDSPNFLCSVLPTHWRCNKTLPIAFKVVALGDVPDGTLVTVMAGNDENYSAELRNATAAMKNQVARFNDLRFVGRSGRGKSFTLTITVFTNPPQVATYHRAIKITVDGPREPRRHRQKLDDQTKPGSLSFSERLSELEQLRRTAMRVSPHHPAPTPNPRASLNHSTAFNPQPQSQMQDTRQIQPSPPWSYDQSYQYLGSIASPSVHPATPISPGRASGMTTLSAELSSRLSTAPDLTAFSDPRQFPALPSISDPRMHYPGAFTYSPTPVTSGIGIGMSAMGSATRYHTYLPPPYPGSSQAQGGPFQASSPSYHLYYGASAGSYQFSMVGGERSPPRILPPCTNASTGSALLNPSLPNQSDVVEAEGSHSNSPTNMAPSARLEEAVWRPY
Target sequence (Q13951 whole entry, looked up): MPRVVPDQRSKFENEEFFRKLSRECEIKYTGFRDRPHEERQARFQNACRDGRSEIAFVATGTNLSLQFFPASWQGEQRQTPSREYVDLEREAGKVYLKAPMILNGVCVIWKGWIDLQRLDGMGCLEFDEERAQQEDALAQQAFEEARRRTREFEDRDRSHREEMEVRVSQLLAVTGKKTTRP
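CBF-beta (His) and RUNX1 (biotin), 30 nM each; 20 min preassociation; + compound, 15 min; + beads 50 ng each (Ni, streptavidin), 90 min; RT; AlphaScreen read.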
GAA glycogen mod = inhibitors or activators of human alpha-glucosidase glycogen cleavage. recombinant GAA, glycogen substrate, Amplex Red glucose oxidase fluorescence. Potency, µM (doses to about 76.4 µM), without a hit: at the top dose activity change, negative = inhibition, usual class: inhibitors. 0.38% of 300,000 active;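 note: potency is the fitted concentration of half-maximal effect; 0% = full enzyme reaction and -100% = no-enzyme basal signal; the screen sought inhibitors and activators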
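Recombinant human alpha-glucosidase (4 nM final) hydrolysed bovine liver glycogen (30 ug) for 40 min at 37 C in pH 5.0 citrate/phosphate with 0.01% Tween-20. Released glucose detected by glucose oxidase/Amplex Red, Ex 573/Em 610 nm. Compounds up to 77 uM; AC50 from Hill fits.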
GAA spleen mod = lysosomal alpha-glucosidase (human) modulation. P10253. human spleen homogenate, 4-MU-alpha-glucoside fluorescence. Potency, µM (top dose mostly 79.9 µM), for the others: at the highest dose activity change, negative = inhibition, usual class: inhibitors. 0.006% of 240,000 active. AID 2112;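 note: potency is the fitted concentration of half-maximal effect; 0% = enzyme with vehicle and -100% = no enzyme basal signal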
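AC50 values come from Hill-equation fits of concentration-response data, normalized to no-enzyme and full-activity controls. Enzyme source: 1 ug human spleen homogenate; 1 mM fluorogenic 4-MU glucoside, pH 5.0 citrate buffer, 37 C, 40 min.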
HTT ATP protect = Huntington cell model cytoprotection by ATP luminescence | PC12 HTT-Q103 induced, cytoprotection, ATP luminescence, 40 h | 0.14% of 230,000 active | Potency, µM (highest dose often 56.4 µM), for inactives: cytoprotection (ATP increase), hits mostly activators | AID 1471;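 note: potency is the fitted concentration of half-maximal effect; % of control where 0% means no effect; nearly all actives have a fitted effect of over 45% in size; toxic huntingtin expression switched on by the ecdysone agonist tebufenozide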
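Quantitative HTS on tebufenozide-induced (100 nM) PC12 cells expressing HTTQ103 exon 1–GFP; compounds tested as a concentration series; survival measured via cellular ATP.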
HTT aggregate = mutant huntingtin aggregation inhibition; PC12 HttQ103-GFP aggregates, Acumen cytometry, 40 h; Potency, µM (titrated, usually from 46.1 µM), inactives show at the top dose activity change, negative = inhibition, actives largely listed as inhibitors; 1.1% of 220,000 active; note: potency is the fitted concentration of half-maximal effect; % is set by controls: 0 for no effect and ±100 for the full control effect; nearly all actives have a fitted effect of over 60% in size
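Steps: seed 1500 PC12 HTTQ103-GFP cells/well; add tebufenozide, 100 nM final; add compound titration; add ATPLite reagent; quantify GFP aggregates by laser scanning cytometry.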
Numbers without * were called inactive; ? = inconclusive; . = not tested or not shown; & = joins results of further samples; [ ] = remark or other dose. Unless noted, calls come from the whole dose curve; as a rule, active = well fitted curve in the direction sought with a large enough effect; inconclusive = small, poorly fitted or top-dose-only effect, or another doubt; inactive = no such curve, though single readings can be large; an effect the other way counts as inactive or inconclusive.

SMILES	GAA inh	Lamin A splicing	CBFb RUNX1 block	GAA glycogen mod	GAA spleen mod	HTT ATP protect	HTT aggregate
CC(C)CNC(=S)NC(=O)c1ccccc1Cl	-11%	-5%	-5%	1%	0%	26%[10 µM]	9%
O=C(Cc1ccccc1)NNC(=S)Nc1ccccc1	8%	19%[46 µM]	6%	?	-14%	.	.
Cc1ccc(NC(=O)CO/N=C(\N)c2nonc2N)cc1C	-12%	0%	2%	9%	1%	17%[10 µM]	-13%
COc1ccc(NC(=O)c2ccccc2Sc2ccc(NC(C)=O)nc2)cc1	0%	-5%[46 µM]	16%	5%	7%	-11%[10 µM]	12%
O=C(CSc1nc(-c2ccccc2)cs1)Nc1cccc([N+](=O)[O-])c1	7%	?	-2%	5%	-1%	-5%[10 µM]	6%
CCCCN(C(=O)NC(=O)Nc1ccccc1OC)S(C)(=O)=O	-6%	3%	-4%	-3%	-4%	12%[10 µM]	5%
CC(C)(C)C(=O)c1cn(CC(=O)NCc2ccc3c(c2)OCO3)c2ccccc12	5%	-4%	0%	-1%	-6%	-1%	-9%[9.22 µM]
C/C(=N/NC(=O)c1sc(=S)n(C)c1C)c1ccccc1	5%	-8%	3%	-14%	-14%	-1%[10 µM]	?
O=C(NCc1ccc(F)cc1)C(=O)NCC1OCCN1S(=O)(=O)c1ccc2c(c1)OCCO2 (stereo not drawn)	.	.	-1%	-7%	7%	17%[10 µM]	9%[9.22 µM]
c1ccc(-n2nnnc2CN2CCOCC2)cc1	3%	?	-3%	10%	6%	-2%[10 µM]	-8%
O=C1CSC(c2ccncc2)N1Cc1ccccc1 (stereo not drawn)	2%	-7%[46 µM]	-10%	4%	9%	10%	9%
O=c1oc2ccccc2c(Nc2ccc(F)cc2)c1[N+](=O)[O-]	-7%	-17%[46 µM]	-11%	4%	.	-42%[inhibitor]	-27%
Cc1sc2nc(COC(=O)c3cccc(OC(F)F)c3)[nH]c(=O)c2c1C	.	.	3%	4%	0%	33%[10 µM]	12%[9.22 µM]
COc1ccc(C(=O)SC2=NCCS2)cc1	4%	-10%	-5%	-7%	8%	9%[10 µM]	1%
CC1(NC(=O)c2cc(S(=O)(=O)N3CCCCC3)ccc2Cl)CCS(=O)(=O)C1 (stereo not drawn)	-4%	11%	4%	8%	-9%	-2%	-9%
CCCCNC(=O)N1CCc2ccccc2C1	-2%	1%	12%	9%	-5%	.	14%
CN(C)S(=O)(=O)c1cc(NC(=O)CN2CCN(c3ccccc3F)CC2)ccc1Cl	-3%	.	5%	-3%	-5%	2%	-20%
CC(C)=CCC1C(=O)N(c2ccccc2)N(c2ccccc2)C1=O	.	?	.	.	.	73%	20%
CCN(Cc1ccccc1)C(=O)CSc1nc(C)cc(=O)[nH]1	-5%	13%[9.22 µM]	2%	?	7%	-33%[inhibitor]	0%
COC(=O)C1=C(C)N=C2SCCC(=O)N2C1c1ccc(C(=O)OC)cc1 (stereo not drawn)	1%	8%	2%	-13%	-11%	3%	-7%
C=CC1=C2C=C(C3CC3)N(C3CCCC3)C=C2C(=O)C(C)(OC(=O)c2ccco2)C1=O (stereo not drawn)	.	3%[9.22 µM]	0%[13.1 µM]	.	-7%[17.4 µM]	-31%[inhibitor][10 µM]	.
O=C(COC(=O)c1ccc(Cl)nc1)Nc1ccccc1OC(F)F	7%	-8%[46 µM]	-9%	1%	-1%	52%	4%
CN1C(=O)C(CCC(=O)O)NC1=S (stereo not drawn)	.	.	2%	-25%	3%	33%[10 µM]	19%[9.22 µM]
CC(C)N(Cc1nccn1C)C(=O)CC1C(=O)NCCN1Cc1ccccc1C(F)(F)F (stereo not drawn)	-4%	3%[46 µM]	-1%	-6%	6%	-21%	4%
CC(C)C[C@H](NC(=O)c1[nH]cnc1C(=O)N[C@@H](C)c1ccccc1)C(=O)OC(C)(C)C	.	.	-16%	-21%	-12%	-9%[10 µM]	3%[9.22 µM]
COC(=O)CCC(=O)OC1(C)C(=O)C2=CN(c3ccc(OC)cc3)C(c3ccc(OC)cc3)=CC2=C(Br)C1=O (stereo not drawn)	.	1%[9.22 µM]	-23%[13.1 µM]	.	-2%[17.4 µM]	-9%[10 µM]	.
Cc1ccc(C(=O)COC(=O)CNC(=O)CN2C(=O)c3ccccc3C2=O)cc1	5%	-10%	0%	10%	-3%	23%[10 µM]	11%
CCO[C@@H]1OC(C(N)=O)=C[C@H](c2cn(C(C)=O)c3ccccc23)[C@H]1CCCO	.	.	5%	12%	0%	-2%[10 µM]	3%[9.22 µM]
O=C(O)c1ccccc1Cc1nc2cc(Cl)ccc2c(=O)[nH]1	7%	.	5%	-11%	-7%	-14%	4%
COC(=O)C1C2C=CC3(CN(Cc4cccs4)C(=O)C13)O2 (stereo not drawn)	-1%	-6%	4%	-3%	-4%	-7%[10 µM]	1%
Cc1ccc(OCC(=O)Nc2ccccc2N2CCOCC2)c(C)c1	-7%	1%	3%	2%	-2%	28%	-4%
Oc1ccc(N=Cc2sc3ccccc3c2Cl)cc1	-3%	2%	?	?	-14%	0%[10 µM]	?
O=C(Nc1ccc2c(c1)OCCO2)C1CCN(S(=O)(=O)c2cccc3nsnc23)CC1	-4%	-8%	-3%	12%	3%	-54%[inhibitor]	4%
O=C(NCCCN1CCCC1=O)c1ccc(CNS(=O)(=O)c2ccc(F)cc2)cc1	-5%	22%	3%	0%	1%	20%	-2%
COC(=O)c1ccc(NC(=O)CN(c2ccc(OC)cc2)S(C)(=O)=O)cc1	-5%	-11%	4%	0%	2%	-3%	-7%
O=C(c1ccco1)N1CCN(Cc2cccc(F)c2)CC1	-7%	4%	3%	-5%	4%	-7%	10%
COc1ccc(C2C(C(=O)N3CCCC3)CC(=O)N2c2ccc(OC)cc2)cc1 (stereo not drawn)	1%	2%	6%	7%	-2%	2%	0%
c1ccc(CNc2ccnc(-c3cccnc3)n2)cc1	.	?	.	.	8%	0%	.
O=C(O)c1ccn(Cn2cnc3ccccc32)n1	1%	-5%	2%	13%	1%	-7%	7%
Cc1ccc(NC(=O)c2ccc([N+](=O)[O-])o2)cc1S(=O)(=O)N1CCOCC1	0%	.	-15%	7%	-3%	.	.
Cc1nc(CC(=O)N2CCN(c3cccc(C)c3C)CC2)cs1	-6%	?	-5%	-1%	-17%	11%	10%
CN(C)/C=C/C(=O)c1ccccc1OCc1cnc(Cl)s1	2%	-17%[46 µM]	3%	-13%	10%	-15%	0%[9.22 µM]
COc1ccc(-c2c[n+](CC(=O)OC3CC(C)CCC3C(C)C)c3n2CCC3)cc1 (stereo not drawn)	10%	?	3%	-5%	-17%	-30%[10 µM]	10µM*
COc1ccc(-c2cccc([C@H]3[C@@H]4C=CCC[C@@]4(C)C(=O)N3Cc3ccccc3)c2)cc1	.	.	4%	-2%	-2%	-10%[10 µM]	-23%[9.22 µM]
O=C(CCN1C(=O)c2ccccc2C1=O)N1CCC(c2ccccc2)C1 (stereo not drawn)	-9%	-11%	-16%	-6%	-9%	-4%	0%

A draw from above in order of number of heavy atoms, smallest number first:
SMILES	GAA inh	Lamin A splicing	CBFb RUNX1 block	GAA glycogen mod	GAA spleen mod	HTT ATP protect	HTT aggregate
CCCCNC(=O)N1CCc2ccccc2C1	-2%	1%	12%	9%	-5%	.	14%
c1ccc(CNc2ccnc(-c3cccnc3)n2)cc1	.	?	.	.	8%	0%	.
CC1(NC(=O)c2cc(S(=O)(=O)N3CCCCC3)ccc2Cl)CCS(=O)(=O)C1 (stereo not drawn)	-4%	11%	4%	8%	-9%	-2%	-9%

Remaining list, next part:
SMILES	GAA inh	Lamin A splicing	CBFb RUNX1 block	GAA glycogen mod	GAA spleen mod	HTT ATP protect	HTT aggregate
CCC(C)C(=O)Nc1nnc(SCC(=O)Nc2ccccc2F)s1 (stereo not drawn)	3%	0%[46 µM]	1%	9%	12%	-41%[inhibitor]	2%
C=CCn1c(SCC(=O)Nc2cccc(C)c2)nnc1-c1cnccn1	-5%	?	6%	2%	-6%	-17%	-7%
Cc1oc2nc(SCC(=O)NCCCO)nc(N)c2c1C	-2%	3%	4%	7%	-2%	-18%	0%
Cc1ccc(C)c(N2CCN(C(=O)CCS(=O)(=O)c3cccc4nonc34)CC2)c1	-2%	?	-12%	-1%	-5%	-23%	-18%
CC1(C)CC(=O)C(C=NCCN2CCN(CC(=O)Nc3ccc(Cl)cc3)CC2)=C(O)C1	13%	9%[46 µM]	-10%	6%	1%	-41%	-1%
CCSC1(SCC)N=C(N)C2(C#N)C(c3ccc(F)cc3)C12C#N (stereo not drawn)	-6%	?	0%	-7%	-1%	-61%[inhibitor]	12%
COC(=O)c1c(O)c2ccccc2[nH]c1=O	-6%	-2%	9%	-1%	-10%	-5%	-3%
CCN(CC(=O)NCCc1ccc(Cl)cc1)Cc1nc2ccccc2c(=O)[nH]1	1%	.	-4%	26%	-9%	.	32%
CCCn1nnc(NC(=O)c2cc(Br)ccc2OC)n1	-2%	-14%	10%	2%	-3%	-6%[0.074 µM]	3%
CC1=C(C(=O)OC(C)C)C(c2ccc(N(C)C)cc2)C2=C(CC(C)(C)CC2=O)N1 (stereo not drawn)	-10%	-6%	-11%	-20%	1%	-15%	4%
CC1(OC(=O)c2cnc3ccccc3n2)C(=O)C=C2C=C(c3ccc(C#N)cc3)OC=C2C1=O (stereo not drawn)	.	.	5%&1%	.	0%&-1%	-19%&-5%	.
COc1cc2[nH]c(=O)n(CCC(=O)NCc3cccnc3)c(=O)c2cc1OC	-15%	-6%	5%	6%	7%	8%	24%
COc1ccc(NC(=O)c2cc(C)nc3ccccc23)c(OC)c1	-4%	.	-4%	6%	-1%	-37%[inhibitor]	-6%
CCOC(=O)N1CCN(c2c(-c3ccc(C(C)C)cc3)c(=O)c2=O)CC1	?	3%	0%	1%	-2%	-15%[0.074 µM]	21%

Exported with two lines to a compound: 3 of the compounds above
Under each structure – GAA inh, Lamin A splicing, CBFb RUNX1 block, GAA glycogen mod, GAA spleen mod, HTT ATP protect, HTT aggregate
- CCCn1nnc(NC(=O)c2cc(Br)ccc2OC)n1
 : -2%, -14%, 10%, 2%, -3%, -6%[0.074 µM], 3%
- CC1=C(C(=O)OC(C)C)C(c2ccc(N(C)C)cc2)C2=C(CC(C)(C)CC2=O)N1 (stereo not drawn)
 : -10%, -6%, -11%, -20%, 1%, -15%, 4%
- CC1(OC(=O)c2cnc3ccccc3n2)C(=O)C=C2C=C(c3ccc(C#N)cc3)OC=C2C1=O (stereo not drawn)
 : ., ., 5%&1%, ., 0%&-1%, -19%&-5%, .
